HIV RNase H inh: inhibitors of HIV-1 reverse transcriptase RNase H; P04585; 1.9% of 65,000 active; inhibition, % at 10 µM; RT-RNase H RNA/DNA duplex cleavage, fluorescence; in the data active = inhibition above about 50%
RmlCD inh mix: RmlC/RmlD inhibition, mixture screen; AID 1532; 0.39% of 110,000 active; inhibition, % at 5.5 µM; RmlC/RmlD coupled enzyme inhibition, 384-well mixture HTS; in the data active = inhibition above about 30%, passing the limit was not always enough; note: strong numbers were not always called active
* = called active by the depositor; nt = not tested or not shown. An excerpt. The share of hits here may be higher or lower than overall.

Preview (2 entries):
Compound	RmlCD inh mix	HIV RNase H inh
O=C(OCn1nnc2ccccc2c1=O)c1ccc2ccccc2n1	3	3
O=C(CN1CCC(n2nnc3cc(F)ccc32)CC1)NC1CCCCC1	-7	-55

Main list, previewed entries included:
Compound	RmlCD inh mix	HIV RNase H inh
O=C(OCn1nnc2ccccc2c1=O)c1ccc2ccccc2n1	3	3
O=C(CN1CCC(n2nnc3cc(F)ccc32)CC1)NC1CCCCC1	-7	-55
CC1CCc2c(sc3ncnc(SCC(=O)N4CCN(C(=O)c5ccco5)CC4)c23)C1 (stereo unspecified)	nt	-5
COC(=O)c1cc(C(=O)OC)cc(N2C(=O)CC(NNC(=O)c3ccccc3Br)C2=O)c1 (stereo unspecified)	-5	nt
COc1ccc(C(=O)c2oc3ccc(Br)cc3c2NC(C)=O)cc1	14	-8
COc1ccc2oc(C)c(NC(C)=O)c2c1	82	-8
O=c1[nH][nH]c(-c2ccccc2)c1C=Nc1ccc(Cl)cc1	16	nt
CCOC(=O)c1oc2ccccc2c1NC(=O)C1CCCCC1	-13	-2
Cc1onc(-c2ccccc2Cl)c1C(=O)Nc1ccc(OCC(=O)N2CCOCC2)cc1	4	2
CCn1cnc2cc(NCc3nc4ccccc4n3C)ccc21	-113	1
COC(=O)CCN(C(=O)c1ccc2c(c1)OCO2)c1ccccn1	2	-5
CCOc1c(Br)cc(C2NS(=O)(=O)N=C3CCCCCN32)cc1OC (stereo unspecified)	-17	-6
COC(=O)CP(=O)(c1ccccc1)c1ccccc1	-13	nt
Cc1ccccc1Nc1nc(Nc2ccccc2C)nc(SC2=NCCS2)n1	6	nt
C=CCNC(=O)/C(=C/c1ccco1)NC(=O)c1ccc(Br)o1	9	nt
O=C(NC1CC1)C1=NOC(CNc2ncc(C(F)(F)F)cc2Cl)C1 (stereo unspecified)	-7	nt
O=C1c2ccccc2NC(c2cccc(Cl)c2)N1N=C1CCCCCC1 (stereo unspecified)	-34	nt
O=C(Nc1ccc2oc(=O)ccc2c1)c1cccnc1	-13	-19
COc1ccc(NC(=O)C2CCCN(S(=O)(=O)c3cccs3)C2)cc1OC (stereo unspecified)	12	nt
O=C(Nc1ccc(F)cc1F)c1ccc(-n2cncn2)nc1	9	nt
COCCNC(=O)CN(c1cccc(OC)c1)S(=O)(=O)c1ccc(C)cc1	1	-9
CCN1CCN(C(=O)CCCn2c(C)c3cnn(-c4ccccc4)c(=O)c3c2C)CC1	-14	nt
O=C1CCCCC(=O)c2ccccc2N1	2	nt
O=C(CN(Cc1ccco1)S(=O)(=O)c1cccs1)Nc1ccccc1C(F)(F)F	0	3
COC(=O)Cn1cnc2c(nnn2Cc2ccc(Cl)cc2)c1=O	-13	4
Cc1ccc(-n2c(SCC(=O)NCc3cccs3)nnc2-c2ccoc2C)cc1	-15	-10
CC(C)C[C@H](NC(=O)Nc1ccccc1F)C(=O)O	-1	nt
CC1CC(C)CN(C(=O)c2cc(-c3ccccn3)nc3ccccc23)C1 (stereo unspecified)	7	nt
O=C1c2ccccc2C(=O)N1CC(=O)N1c2ccccc2Sc2ccccc21	-16	nt
O=C(NCc1ccco1)C12CN(Cc3ccccc3)CC1C(c1cccc([N+](=O)[O-])c1)=NO2 (stereo unspecified)	-10	nt
COc1ccc(S(=O)(=O)c2ccc(O)cc2)cc1	-8	nt
CCOC(=O)C1=C(C)Nc2nc(SCc3cccnc3)nn2C1c1ccc(OC)cc1 (stereo unspecified)	-8	-14
CCN1C[C@]2(COC)CC[C@H](OC)[C@@]34C5C[C@H]6C(=O)C5[C@](O)(C[C@H]6OC)[C@@](O)(C(OC)C23)[C@@H]14 (stereo partly specified)	-9	nt
O=C(CSc1nnc(-c2ccccc2)o1)NCC1CCCCC1	7	nt
COc1ccccc1NC(=O)C1CCCCN1S(=O)(=O)c1ccc(F)cc1 (stereo unspecified)	-10	-12
CC(CCc1ccccc1)NC(=O)CN1CCOc2ccccc21 (stereo unspecified)	3	0
CC(=O)c1cc(C(c2csc(C(C)=O)c2)c2csc(C(C)=O)c2)cs1	6	nt
O=C(CCc1nc(-c2ccccc2F)no1)Nc1ccc(Oc2ccccc2)cc1	-3	-39
COc1ccc(C2=NCC(CSc3nnnn3C)S2)cc1 (stereo unspecified)	8	-9
C=CCn1c(SCC(=O)Nc2ccc3c(c2)OCCO3)nnc1-c1ccccn1	12	-21
CCCCN1c2cc(C)c(O)cc2C(C(=O)OCC)C1C (stereo unspecified)	-13	0
CCSc1ccccc1C(=O)NCc1ccc(S(N)(=O)=O)cc1	12	17
O=c1[nH]c2cc3c(cc2cc1C(c1nnnn1CC1CCCO1)N1CCCCCC1)OCO3 (stereo unspecified)	1	-10
O=C(O)CCCC(=O)Nc1ccccc1C(=O)O	4	24
Cc1cc(C(=O)Nc2ccccc2C(F)(F)F)no1	1	-14
COC(=O)c1ccccc1NC(=O)c1ccccc1NS(C)(=O)=O	7	-13
COc1cccc(C(=O)N(c2ccc(OC)cc2OC)C2C=CS(=O)(=O)C2)c1 (stereo unspecified)	nt	-16
CC(NC(=O)OC(C)(C)C)C(=O)Oc1cc2oc(=O)cc(-c3ccccc3)c2cc1Cl (stereo unspecified)	28	nt
COc1ccc(-c2cc(C3CCN(c4cc(Cl)nc(N)n4)CC3)[nH]n2)cc1	3	nt
COc1ccccc1CCNC(=O)c1cnn2c(C(F)F)cc(C)nc12	-6	-28
Cc1nc(=O)c(-c2ccccc2)c(C)n1-c1ccc(C(=O)O)cc1	14	2
Cn1c(NC(=O)c2cccc(C(F)(F)F)c2)cc(=O)n(C)c1=O	6	-13
Cc1ccc(C(=O)NNC(=O)CSc2nnc3c(n2)[nH]c2ccc(F)cc23)cc1	-4	nt
O=C1OC(c2cccs2)=N/C1=C\c1ccc(-c2cccc(Cl)c2)o1	-7	nt
CCCCOC(=O)c1ccc(NC(=O)c2ocnc2C)cc1	5	0
Cc1c(C(=O)Nc2ccc(F)cc2)oc2ccc(S(=O)(=O)N3CCC4(CC3)OCCO4)cc12	8	-11
CCN(CC)S(=O)(=O)c1ccc2c(c1)c(=O)c(C(=O)NCCCN(C)c1ccccc1)cn2C	1	-3
O=C(CN1CCCCC1)N1CCCc2c1c(=O)oc1ccc(OCc3ccccc3)cc21	-16	nt
CC1Cc2ccccc2N1S(=O)(=O)c1cccc(C(=O)c2nccn2C)c1 (stereo unspecified)	8	-10
Clc1cccc2sc(-c3nnc(-c4ccccc4)o3)c(Cl)c12	27	nt

Continuation:
Compound	RmlCD inh mix	HIV RNase H inh
Cc1nn(-c2ccccc2)c2sc(C(=O)NC3CC3)cc12	-10	nt
COCCCNC(=O)c1ccccc1SC	-10	1
Cc1cc(N2CCC(C(=O)Nc3ccc(F)cc3)CC2)nc(-c2ccccc2)n1	8	-7
Cc1ccc(NC(=O)c2cc(S(=O)(=O)N3CCC4(CC3)OCCO4)ccc2F)cc1	11	-3
Cn1c(=O)cc(OCCCC(=O)Nc2cccnc2)c2ccccc21	-12	-3
CS(=O)(=O)N(CC(=O)N1CCC(C(N)=O)CC1)c1ccc(Cl)c(C(F)(F)F)c1	16	nt
COc1cc(CNn2c(C)n[nH]c2=S)cc(Cl)c1OCc1ccc(F)cc1	-11	nt
O=C(O)CSc1nnc(Cc2ccccc2)n1Cc1ccccc1	20	-5
Cc1cccc(C)c1NC(=O)C1CCCN(CCCc2ccccc2)C1 (stereo unspecified)	5	nt
O=C(NCCCN1CCCC1=O)c1cccnc1	8	-4
Cc1[nH]c(=O)c(C(=O)/C=C/c2ccccc2)c2c1CCCC2	8	nt
CCc1cccc(CC)c1N(COC)C(=O)Cn1c(C(C)O)nc2ccccc21 (stereo unspecified)	-6	-6
Cn1c(SCC(=O)NCc2ccco2)nnc1-c1ccccc1	-17	nt
COc1ccc(C(=O)Nc2ccc(Cl)c(Cl)c2)c(OC)n1	11	14
Cc1cccc(OCc2nc(-c3ccc(-n4cccc4)cc3)no2)c1	7	nt
CCN1CC2(COC(=O)c3ccccc3N)CCC(OC)C34C5CC6C(OC)CC(O)(C5C6OC)C(O)(C(OC)C23)C14 (stereo unspecified)	24	nt
CCN1C(=O)c2cccc3c(S(=O)(=O)Nc4ncccc4C)ccc1c23	17	-9
CCOC(=O)c1[nH]c(C)c(/C(O)=C2\C(=O)C(=O)N(CCN3CCOCC3)C2c2cccs2)c1C (stereo unspecified)	-8	nt
Cc1c(C#N)c2ncn(CCCN(C)C)c(=O)c2n1-c1ccccc1	5	0
Cc1nnc(SCc2cccs2)[nH]c1=O	7	-8

Entries of single compounds from above. Order of screens: RmlCD inh mix, HIV RNase H inh
CCn1cnc2cc(NCc3nc4ccccc4n3C)ccc21 across the screens: -113, 1
CCc1cccc(CC)c1N(COC)C(=O)Cn1c(C(C)O)nc2ccccc21 (stereo unspecified) across the screens: -6, -6
O=C(CN(Cc1ccco1)S(=O)(=O)c1cccs1)Nc1ccccc1C(F)(F)F across the screens: 0, 3
O=C(O)CCCC(=O)Nc1ccccc1C(=O)O across the screens: 4, 24
Cc1c(C#N)c2ncn(CCCN(C)C)c(=O)c2n1-c1ccccc1 across the screens: 5, 0

The list goes on.
Compound	RmlCD inh mix	HIV RNase H inh
CCOC(=O)C1CCN(C(c2cccs2)c2sc3nc(C)nn3c2O)CC1 (stereo unspecified)	-11	-11
Cc1ccc(N2CC(C(=O)N3CCc4ccccc4C3)CC2=O)cc1 (stereo unspecified)	13	-24
O=C1NC[C@@H](Cc2ccc(O)cc2)N(CCc2cccc(F)c2)C1=O	6	nt
CCc1c(O)nc(SCC(=O)Nc2ccccc2)n(C(C)CC)c1=O (stereo unspecified)	9	nt
CCN1C(=O)[C@@H]2[C@H](C1=O)[C@@H]1CC(C(=O)OC)=C[C@@H](C(=O)OC)C3C1=C(C(=O)C3(CC)CC)[C@@H]2C (stereo partly specified)	-26	nt
C=CCOc1ccc2cccc(/C=N/NC(=O)c3cc4cc([N+](=O)[O-])ccc4s3)c2c1	-1	nt
CCOC(=O)N1CCC(NC(=O)CCC(=O)N2CC(C)Oc3ccc(Cl)cc32)CC1 (stereo unspecified)	nt	-14
Cc1ccc(NC(=O)COc2ccccc2)c(NC(=O)c2ccccc2C)c1	-5	nt
Cc1cccc(C)c1NC(=S)NN1CCN(C)CC1	-7	nt
COc1cc(OC)cc(-c2nnc(Nc3nc4c(F)cccc4s3)o2)c1	28	4
Cc1cc(N2CCN(C)CC2)nc2ccc(NC(=O)c3ccc(Br)o3)cc12	7	-4
Cc1ccc(C)c(S(=O)(=O)N2CCN(C(=O)Cn3c(C(F)(F)F)nc4ccccc43)CC2)c1	13	nt
CC1(C)CC(NC(=O)CC2CCCCC2)CC(C)(C)N1	0	1
O=C(NCc1ccc2c(c1)OCO2)c1ccc(N2C(=O)C3CCCCC3C2=O)cc1 (stereo unspecified)	-8	nt
CCOCC(=O)Nc1c(C(=O)Nc2ccc(OC)cc2OC)oc2ccccc12	-7	17
COc1ccc(N2C(=O)/C(=C/c3ccc([N+](=O)[O-])cc3)C=C2c2ccccc2)cc1	-3	nt
COc1cc2c(cc1OC)CN(Cc1cccs1)CC2	2	5
O=C(NCc1cccnc1)C(=O)NCC1OCCN1S(=O)(=O)c1ccccc1 (stereo unspecified)	5	nt
Cn1c(COc2ccccc2)nnc1SCC(=O)Nc1ccc(N2CCOCC2)c(Cl)c1	-4	-2
CC1CCCCN1c1nc(-c2ccncc2)nc2ccccc12 (stereo unspecified)	-13	-41

Individual results from the list.
RmlCD inh mix, `Cc1cccc(C)c1NC(=S)NN1CCN(C)CC1` is entered as -7
HIV RNase H inh, `CC1(C)CC(NC(=O)CC2CCCCC2)CC(C)(C)N1` is entered as 1
RmlCD inh mix, `C=CCOc1ccc2cccc(/C=N/NC(=O)c3cc4cc([N+](=O)[O-])ccc4s3)c2c1` is entered as -1

Next section
Compound	RmlCD inh mix	HIV RNase H inh
Cc1ccc(S(=O)(=O)N/N=C\c2ccc3c(c2)OCO3)cc1	9	nt
COc1ccc(-c2ccc(CCC(=O)O)n2CC(C)C)cc1	5	nt
O=[N+]([O-])c1ccc(-n2nncc2-c2ccc(Cl)cc2)cc1	-7	nt
Cc1ccc(Nc2oc(C)nc2C#N)cc1	-7	-2
COc1cccc(OCCc2c(C)n[nH]c2C)c1	9	nt
C=CCSc1nnc(-c2cc3c(s2)-c2ccccc2CC3)o1	-265	nt
COc1ccccc1CNC(=O)c1ccccc1N(C)S(C)(=O)=O	13	nt
CCOC(=O)C1CCCN(C(=O)c2ccc(OCC)cc2)C1 (stereo unspecified)	3	-7
O=C(Cn1nnc(-c2ccncc2)n1)N1CCc2ccccc21	-12	2
CCOCCc1nnc(NC(=O)c2ccc(OC)c(OC)c2)s1	-3	-39
Cc1ccc(CNC(=O)CN(C)S(=O)(=O)c2cccc3cccnc23)cc1	-11	-34
Cc1ccccc1C(=O)O/N=C(\N)c1cccc([N+](=O)[O-])c1	0	nt
Cc1ccc(S(=O)(=O)N(Cc2ccc(F)cc2)Cc2ccco2)cc1	-14	-24
CCOc1ccc(N2C(=O)CC(N3CCN(c4ccc(C(=O)c5ccncc5)cc4)CC3)C2=O)cc1 (stereo unspecified)	20	-10
O=C(CCCn1nnc(-c2cccnc2)n1)c1ccc(F)cc1	-3	0
O=C(c1cccc(Cl)c1)N1CCCC(c2ccc(Cl)cc2)=N1	39	nt
CN(c1ccccc1)S(=O)(=O)c1ccc(NC(=O)c2ccc(-c3ccccc3)cc2)cc1	-9	nt
Cc1cc2c(cc1C)NC(c1cccnc1)C1=C(CC(C)(C)CC1=O)N2 (stereo unspecified)	-8	-7
CC1=NN(C(=O)Cc2ccccc2)C(O)(c2cccnc2)C1 (stereo unspecified)	9	nt
